Rab2 wt GTP – changes GTP binding to wildtype dog Rab2A, up or down; P61105; GST-Rab2 wt beads, Bodipy-GTP binding, flow cytometry; GTP binding activity, % at 10 µM; hit rate 0.19% among 190,000;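 active = GTP binding activity at least 20 points away from 100%, either lowered or raised; inconclusive = signal likely due to the compound's own green fluorescence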;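 note: 0% = beads with excess unlabeled GTP and 100% = no-compound control corrected for plate trend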
HRas wt GTP – modulators of GTP binding to human HRas wildtype; P01112; GST-Ras wt beads, Bodipy-FL-GTP binding, flow cytometry; actives lie on both sides; GTP binding activity, % at 10 µM; hit rate 0.14% among 190,000; AID 759;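 active = GTP binding activity at least 20% away from the 100% baseline, either lowered as inhibitor or raised as activator; inconclusive = flagged as likely green fluorescent, judged across all proteins in the well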;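 note: 0% = unlabeled GTP competition control and 100% = no-compound control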
Target sequence (P01112 whole entry, looked up): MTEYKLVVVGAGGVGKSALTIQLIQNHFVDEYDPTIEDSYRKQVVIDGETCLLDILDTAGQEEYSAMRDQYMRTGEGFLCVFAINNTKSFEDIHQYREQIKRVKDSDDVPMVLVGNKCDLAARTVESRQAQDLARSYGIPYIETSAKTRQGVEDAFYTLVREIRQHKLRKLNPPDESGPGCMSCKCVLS
Bim-Mcl-1 – human Bim-Mcl-1 interaction inhibition; Q07820; Bead-based flow cytometry, Bim peptide-Mcl-1 binding; inhibition, % at 10 µM; hit rate 0.1% among 190,000; in the data active = inhibition above about 40%;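 note: 0% = no compound tracer wells and 100% = peptide blocker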
Target sequence (Q07820 whole entry, looked up): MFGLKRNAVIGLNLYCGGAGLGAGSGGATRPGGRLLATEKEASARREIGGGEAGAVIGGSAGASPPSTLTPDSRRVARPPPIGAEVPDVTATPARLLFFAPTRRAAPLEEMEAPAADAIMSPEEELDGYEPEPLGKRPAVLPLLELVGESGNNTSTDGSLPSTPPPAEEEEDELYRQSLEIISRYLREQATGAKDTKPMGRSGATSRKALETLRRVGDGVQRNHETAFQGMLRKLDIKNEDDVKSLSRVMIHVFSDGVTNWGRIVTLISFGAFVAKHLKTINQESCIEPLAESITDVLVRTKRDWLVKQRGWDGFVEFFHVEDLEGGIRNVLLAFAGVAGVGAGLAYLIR
RGS8-Gao – modulates binding of RGS8 to human Galphao. P09471. multiplexed bead flow cytometry; actives lie on both sides. response (percent of control binding), % at 10 µM. hit rate 0.34% among 220,000; in the data active = response below about 60% or above about 140%; inactive = in between;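 note: Galphao activated as the GDP aluminium fluoride complex binding bead-coupled RGS8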
Target sequence (P09471 whole entry, looked up): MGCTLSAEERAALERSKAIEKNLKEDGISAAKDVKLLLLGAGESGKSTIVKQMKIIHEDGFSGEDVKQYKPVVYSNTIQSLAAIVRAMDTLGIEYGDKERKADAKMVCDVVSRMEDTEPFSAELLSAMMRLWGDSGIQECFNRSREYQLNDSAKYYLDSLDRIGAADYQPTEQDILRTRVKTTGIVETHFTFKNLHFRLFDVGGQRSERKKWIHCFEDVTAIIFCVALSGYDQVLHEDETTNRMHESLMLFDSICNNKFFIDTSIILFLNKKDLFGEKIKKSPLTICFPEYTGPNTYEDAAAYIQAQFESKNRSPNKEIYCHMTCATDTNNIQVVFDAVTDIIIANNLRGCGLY
Pf gamet viab – P. falciparum stage V gametocyte viability inhibition; P. falciparum stage V gametocytes, ATP luminescence, 24 h; hit rate 0.065% among 150,000; AID 743093; inhibition, % at 10.9 µM;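 active = inhibition above the mean plus 3 SD of compounds within the control limits, set per campaign, cut at about 38% in these data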;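 note: 0% = DMSO wells and 100% = medium only without gametocytes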
Mcl1-Bid inh – Mcl-1/Bid interaction inhibition; Q07820; TR-FRET Mcl-1/Bid-Dy647 peptide binding, 1536-well; inhibition, % at 21.7 µM; hit rate 0.97% among 220,000;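 active = compounds that cut the binding signal by more than half at the single screening dose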;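 note: His-tagged Mcl-1 with europium anti-His antibody binding Bid BH3 peptide; 0% = Mcl-1 plus peptide wells and 100% = peptide-only wells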
Rac1 wt GTP bind – human Rac1 wildtype GTP binding, inhibitors and activators; hit rate 0.27% among 190,000; GST-Rac1 beads, fluorescent GTP binding, flow cytometry; actives lie on both sides; 0 = cold GTP competed, 100 = untreated; GTP binding activity (% of control), % at 10 µM;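 active = GTP binding activity at least 20 points away from the 100% control level, either lower or higher; inconclusive = compound flagged as likely green fluorescent, judged across all proteins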
Cdc42 wt – human Cdc42 wildtype GTP binding change, either direction. P60953. GST-Cdc42 beads, Bodipy-GTP binding, flow cytometry; actives lie on both sides. percent activity (GTP binding), % at 10 µM. hit rate 0.2% among 190,000. AID 761;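 active = percent activity GTP binding at least 20 points away from the 100% baseline, either down as inhibitor or up as activator; inconclusive = compound flagged as likely green fluorescent from well-wide comparison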;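 note: median bead fluorescence of bound Bodipy-FL-GTP at 100 nM; 0% = excess unlabeled GTP control and 100% = no compound control; below 100% means less GTP binding so inhibitor and above means activator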
Target sequence (P60953 whole entry, looked up): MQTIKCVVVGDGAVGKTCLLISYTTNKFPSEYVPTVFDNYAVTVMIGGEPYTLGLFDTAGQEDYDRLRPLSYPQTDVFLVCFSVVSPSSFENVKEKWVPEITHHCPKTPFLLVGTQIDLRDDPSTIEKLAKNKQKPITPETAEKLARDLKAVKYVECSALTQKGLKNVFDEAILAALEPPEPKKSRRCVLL
Mcl1-Noxa inh – disrupts binding of human Mcl-1 to Noxa peptide; Q07820; TR-FRET Mcl-1/Noxa peptide binding, 2 h; inhibition, % at 21.7 µM; hit rate 1.5% among 220,000;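 active = compounds that cut the protein-peptide binding signal by more than 50% relative to plate controls in a single-dose test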;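 note: His-tagged Mcl-1 with rhodamine Noxa BH3 peptide and terbium anti-His antibody; 0% = Mcl-1 plus Noxa peptide wells and 100% = peptide-only wells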
Rac1 act GTP bind – modulators of GTP binding to human Rac1 activated mutant. percent activity (GTP binding), % at 10 µM. GST-Rac1 activated beads, fluorescent GTP binding, flow cytometry; actives lie on both sides; 100% means binding = to untreated wells. hit rate 0.11% among 190,000. P63000;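 active = GTP binding at least 20 percentage points away from the 100% baseline, in either direction, so actives lie on both sides; inconclusive = Compound likely fluorescent itself, or too few beads counted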
Rab7 wt GTP bind – modulators of GTP binding to dog Rab7 wildtype GTPase. GST-Rab7 beads, fluorescent GTP binding, flow cytometry; actives lie on both sides; untreated = 100%, excess cold GTP = 0%. GTP binding activity (percent of control), % at 10 µM. hit rate 0.055% among 190,000. AID 758;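 active = fluorescent GTP binding to Rab7 beads changed by at least 20 points from the 100% baseline, either direction, mostly lower; inconclusive = compound itself probably fluorescent, or too few beads counted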;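 note: median green fluorescence of bound Bodipy-FL-GTP per Rab7 bead population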
Active calls of the source: *; ? = inconclusive; nt = not tested or not shown.

SMILES	Rab2 wt GTP	HRas wt GTP	Bim-Mcl-1	RGS8-Gao	Pf gamet viab	Mcl1-Bid inh	Rac1 wt GTP bind	Cdc42 wt	Mcl1-Noxa inh	Rac1 act GTP bind	Rab7 wt GTP bind
CC(=O)N1CCN(c2ccc(NCc3ccc4c(c3)OCO4)cc2)CC1	97.0	94.0	-5.0	83.2	nt	-40.0	103.0	98.0	37.3	96.0	93.0
CN(Cc1ccccc1)C(=O)c1ccccc1NC(=O)C1CC1	100.0	100.0	0.0	98.5	12.1	-3.0	102.0	103.0	8.7	96.0	95.0
CC(=O)c1ccc(N2Cc3ccccc3/C2=N\C(=O)Nc2ccccc2)cc1	99.0	100.0	-7.0	99.0	nt	-6.5	104.0	102.0	0.5	100.0	100.0
COc1ccc(C2CC(c3ccccc3)=NN2c2ccc(S(N)(=O)=O)cc2)cc1OC (stereo unspecified)	101.0	98.0	0.0	100.2	5.8	4.7	96.0	80.0	16.9	92.0	107.0
O=C(CSc1nnc(-c2ccc(S(=O)(=O)N3CCCC3)cc2)n1CC1CCCO1)NC1CC1 (stereo unspecified)	102.0	102.0	5.0	98.0	nt	-20.1	106.0	100.0	-6.0	100.0	103.0
CC(=O)Oc1cccc(N2C(=O)c3ccc(C(=O)Nc4cccnc4)cc3C2=O)c1	101.0	101.0	-4.0	98.3	nt	-7.3	99.0	102.0	-1.4	99.0	108.0
COc1ccc2nc(NC(=O)C(NS(=O)(=O)c3cccc4nsnc34)C(C)C)sc2c1 (stereo unspecified)	?	?	2.0	101.3	nt	-11.1	?	?	5.2	?	?
C/C(Cc1ccccc1)=N\NC(=O)c1ccc(F)cc1	98.0	99.0	-2.0	99.2	1.4	-7.1	103.0	101.0	-0.2	101.0	98.0
COc1cccc(N(CC(=O)NCCSc2ccccn2)S(C)(=O)=O)c1	96.0	96.0	-2.0	103.1	nt	-8.5	97.0	98.0	-2.8	96.0	95.0
C[N+](C)(C)CCCCCC(=O)/C=N/O	100.0	100.0	0.0	100.4	26.9	7.8	101.0	102.0	40.0	99.0	102.0
CCOC(=O)c1[nH]c(C)c(CCC(=O)OC)c1C	99.0	102.0	0.0	104.6	-12.6	-59.3	101.0	101.0	5.7	100.0	99.0
CCn1c(=O)c(C(=O)CN2CCOCC2)c(N)n(Cc2ccccc2)c1=O	101.0	101.0	0.0	94.0	nt	2.7	102.0	102.0	2.6	99.0	99.0
O=C(CN(c1cccc(C(F)(F)F)c1)S(=O)(=O)c1ccc(Cl)c([N+](=O)[O-])c1)NCc1ccccc1	102.0	99.0	-3.0	108.3	nt	-9.2	102.0	100.0	4.5	102.0	98.0
CCOc1ccccc1NC(=O)Cn1c(=O)n(-c2ccc(OC)cc2OC)c(=O)c2c(C)c(C(=O)N(CC)CC)sc21	100.0	96.0	-2.0	101.8	nt	-5.9	101.0	100.0	5.3	102.0	98.0
CC(=O)OC1CC(C)(C)N(OC(=O)c2ccc(N)cc2)C(C)(C)C1	96.0	99.0	-2.0	100.8	6.7	9.5	95.0	102.0	12.6	94.0	95.0
Cc1ccc(N2CN(Cc3cccnc3)CNC2=S)c(C)c1	98.0	103.0	-1.0	98.3	-15.7	-70.3	103.0	98.0	-2.9	100.0	97.0
O=Cc1cccn1-c1ncc(Br)cn1	102.0	100.0	1.0	101.5	3.9	-2.3	107.0	103.0	3.9	98.0	101.0
CCn1cc(C(=O)N2CCCC2)c(=O)c2cc(S(=O)(=O)N(C)C)ccc21	101.0	98.0	-2.0	100.3	nt	5.2	99.0	101.0	7.7	97.0	101.0
O=C(/C=C/c1ccc(Cl)cc1)N1CCN(c2ccc(Cl)cc2[N+](=O)[O-])CC1	88.0	94.0	1.0	102.5	nt	-7.8	97.0	94.0	3.6	92.0	90.0
O=[N+]([O-])C(=C1NCCN1)C(Cl)=C(Cl)Cl	98.0	99.0	-3.0	101.2	2.1	-20.8	100.0	97.0	0.0	96.0	102.0
CCCc1cc(=O)oc2c(CN3CCN(C)CC3)c(O)c(Cl)cc12	93.0	96.0	0.0	102.8	nt	-6.6	92.0	96.0	18.7	94.0	93.0
COc1ccc(/C=N/NS(=O)(=O)c2ccccc2)cc1OS(=O)(=O)c1ccc(C)cc1	95.0	97.0	-3.0	102.1	-5.6	2.1	91.0	95.0	9.3	93.0	97.0
CCN1CC(O)=C(c2nc3ccccc3s2)C1=N	100.0	104.0	-2.0	100.7	5.2	17.3	108.0	105.0	12.5	102.0	101.0
COc1ccc(CNC(=S)NC2CCCC2)cc1	96.0	99.0	-4.0	100.6	-10.0	31.9	106.0	103.0	2.8	98.0	102.0
COC(=O)CSc1nn(-c2ccc(F)cc2)c(=S)s1	97.0	101.0	-1.0	104.1	15.8	-25.6	99.0	95.0	-0.2	96.0	105.0
Following part
SMILES	Rab2 wt GTP	HRas wt GTP	Bim-Mcl-1	RGS8-Gao	Pf gamet viab	Mcl1-Bid inh	Rac1 wt GTP bind	Cdc42 wt	Mcl1-Noxa inh	Rac1 act GTP bind	Rab7 wt GTP bind
Cc1nn(Cc2ccc(Cl)cc2Cl)c(C)c1NC(=O)c1ccc(COc2cc(Cl)ccc2Cl)o1	99.0	100.0	0.0	103.3	-3.6	-12.0	100.0	99.0	-2.9	100.0	97.0
CCCn1c(SCC(=O)c2c(C)[nH]c(C)c2C(=O)OCC)nc2ccccc21	98.0	97.0	-6.0	115.2	-5.1	-29.3	100.0	99.0	26.1	97.0	97.0
COc1cccc(-c2cnc(NCc3cc(Cl)ccc3O)n2C)c1	93.0	92.0	-4.0	114.3	nt	28.0	88.0	93.0	45.2	94.0	90.0
CCCn1c(N2CCN(Cc3cccc(C)c3)CC2)nc2c1c(=O)[nH]c(=O)n2C	103.0	102.0	-4.0	98.3	nt	-9.8	104.0	101.0	-7.9	100.0	99.0
CN1c2ccsc2C(O)=C(C(=O)Nc2ccccc2)S1(=O)=O	95.0	97.0	-3.0	99.6	nt	18.1	97.0	100.0	12.2	94.0	95.0
Cc1cccc(Nc2ncnc3ccccc23)c1	95.0	97.0	0.0	99.7	nt	-30.5	98.0	95.0	-19.2	98.0	92.0
N#CCc1ccc(Oc2ncc(C(F)(F)F)cc2Cl)cc1	87.0	88.0	-3.0	105.0	-8.9	8.3	89.0	88.0	11.6	87.0	92.0
CCC(=O)Nc1ccc(S(=O)(=O)Nc2cccnc2)cc1	102.0	100.0	0.0	100.4	-16.8	-32.0	101.0	100.0	-9.5	100.0	102.0
COc1ccccc1NC(=O)N(Cc1ccco1)Cc1cc2cc(C)cc(C)c2[nH]c1=O	102.0	103.0	-2.0	101.7	nt	-7.0	102.0	101.0	7.1	97.0	101.0
Cc1nc2ccc(S(=O)(=O)NCC(=O)N(C)Cc3ccco3)cc2s1	99.0	99.0	-3.0	99.7	nt	-17.6	99.0	98.0	16.9	96.0	101.0
O=C(O)c1ccccc1CSc1nc2ccccc2o1	103.0	100.0	-4.0	99.3	nt	-10.3	96.0	100.0	31.8	98.0	97.0
CSc1ccc(CN2CCN(Cc3ccccc3)C(CCO)C2)cc1 (stereo unspecified)	97.0	97.0	-5.0	95.3	-11.2	-31.1	101.0	98.0	11.8	96.0	97.0
CCOc1ccc(CC(=O)NNC(=S)NCCc2ccccc2)cc1	98.0	99.0	-1.0	100.0	-11.2	-76.9	99.0	98.0	-12.7	95.0	103.0
CCC1SC2=NC(C)=C(C(=O)OC)C(c3cccs3)N2C1=O (stereo unspecified)	99.0	100.0	-6.0	100.0	-3.0	-4.7	104.0	101.0	-25.0	96.0	99.0
Cc1c(/C=C/C(=O)c2ccc(O)cc2)cnn1C	101.0	99.0	-6.0	100.5	nt	-22.2	101.0	94.0	-19.0	99.0	102.0
Cn1c(-c2ccc(Br)cc2)cnc1NCc1cccnc1	101.0	101.0	-5.0	135.3	-17.7	2.8	104.0	100.0	25.0	101.0	100.0
Cc1cc(C)c(S(C)(=O)=O)c(Sc2ccc(Cl)cc2)n1	105.0	107.0	-4.0	99.8	nt	11.0	108.0	111.0	-11.9	104.0	106.0
COc1ccccc1S(=O)(=O)Cc1ccc(C(=O)N2CCN(c3ccccc3)CC2)o1	97.0	96.0	0.0	103.0	3.2	-90.9	97.0	96.0	8.0	94.0	96.0
COC(=O)Cc1c(C)c2c(O)cc(C)cc2oc1=O	96.0	98.0	0.0	98.4	nt	-7.5	98.0	97.0	12.7	96.0	94.0
CS(=O)(=O)N(CC(=O)N1CCC(C(N)=O)CC1)c1cc(C(F)(F)F)ccc1Cl	98.0	99.0	17.0	105.5	nt	-17.4	101.0	103.0	0.5	96.0	98.0
CCOC(=O)c1cc(-c2ccncc2)nc2c1c(C)nn2C	91.0	93.0	0.0	99.9	nt	1.1	89.0	95.0	20.4	91.0	90.0
O=C(COC(=O)c1ccccc1Br)NCc1ccccc1	104.0	103.0	-6.0	101.4	4.2	-29.0	104.0	101.0	-5.7	100.0	101.0
COc1ccc(C2CC(c3ccccc3)=NN2C(=O)c2ccc(Cl)c([N+](=O)[O-])c2)cc1 (stereo unspecified)	100.0	102.0	-5.0	105.3	2.8	-20.3	103.0	101.0	-1.3	101.0	104.0
COc1ccc(C2NCCO2)cc1OC (stereo unspecified)	102.0	102.0	0.0	103.3	nt	-26.0	103.0	100.0	-1.9	97.0	103.0
O=[N+]([O-])c1ccc(N2CCOCC2)cn1	95.0	96.0	-1.0	99.8	-6.2	-36.5	98.0	94.0	-13.1	96.0	97.0
Next section
SMILES	Rab2 wt GTP	HRas wt GTP	Bim-Mcl-1	RGS8-Gao	Pf gamet viab	Mcl1-Bid inh	Rac1 wt GTP bind	Cdc42 wt	Mcl1-Noxa inh	Rac1 act GTP bind	Rab7 wt GTP bind
COC(=O)COc1ccc2c(=O)c(-c3ccccc3OC)coc2c1	106.0	99.0	-3.0	100.6	-18.0	-22.9	100.0	102.0	3.8	96.0	103.0
Cc1cc(C)n(-c2cc(N3CCN(S(=O)(=O)c4ccc(C)c(C)c4)CC3)ccc2[N+](=O)[O-])n1	97.0	104.0	1.0	95.1	nt	-17.0	100.0	94.0	14.6	95.0	98.0
Cc1ccc(C(=O)NCc2ccccn2)cc1Cl	98.0	99.0	-1.0	99.6	-27.9	-27.2	98.0	95.0	-28.4	96.0	102.0
Cc1ccccc1S(=O)(=O)Cc1ccc(C(=O)NCCN2CCN(Cc3ccccc3)CC2)o1	100.0	100.0	-8.0	120.6	nt	-24.5	104.0	102.0	-10.2	101.0	99.0
Cc1cc(C)cc(N(C(=O)Cc2cccs2)C(C(=O)NC2CCCCC2)c2ccccn2)c1 (stereo unspecified)	97.0	101.0	0.0	97.3	19.1	-6.8	100.0	98.0	-0.4	98.0	98.0
CC(C)Cn1c(N)c(C(=O)COC(=O)c2ccccc2Cl)c(=O)n(C)c1=O	96.0	101.0	0.0	99.9	14.4	-8.6	99.0	95.0	61.3*	94.0	104.0
